PV pol inh: poliovirus RdRp elongation inhibitors, primary screen, biochemical, fluorescence polarization, total intensity. Genome polyprotein (Poliovirus type 1 (strain Mahoney)), P03300. poliovirus polymerase elongation; stronger effect = lower value. % elongation, % (compound at 16.7 µg/mL). hit rate 0.66% among 150,000. AID 588519, 2011; in the data active means % elongation below about 90%; further: some results filed as inactive read as strong as hits
Target sequence (P03300 1749-2209 limits assumed): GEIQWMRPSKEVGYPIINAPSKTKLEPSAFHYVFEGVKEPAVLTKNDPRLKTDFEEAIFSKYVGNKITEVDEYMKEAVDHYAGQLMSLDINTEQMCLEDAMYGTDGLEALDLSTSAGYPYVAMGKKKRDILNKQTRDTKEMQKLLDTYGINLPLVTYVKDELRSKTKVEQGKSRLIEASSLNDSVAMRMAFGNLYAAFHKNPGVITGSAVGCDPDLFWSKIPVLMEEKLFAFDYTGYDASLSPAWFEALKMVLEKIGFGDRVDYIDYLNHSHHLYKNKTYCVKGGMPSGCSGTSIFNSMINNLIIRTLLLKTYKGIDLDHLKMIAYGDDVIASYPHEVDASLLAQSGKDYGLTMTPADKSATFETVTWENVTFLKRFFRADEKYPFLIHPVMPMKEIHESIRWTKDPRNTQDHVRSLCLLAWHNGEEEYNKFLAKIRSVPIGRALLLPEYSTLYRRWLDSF
PV pol inh FP z-score: also measured in PV pol inh; calls as there; z-score; measured here: FP z-score; hits read low
* marks the source's active call; other numbers are inactive results; & = joins results of further samples.

SMILES	PV pol inh	PV pol inh FP z-score
COC(=O)Nc1nc(-c2cccc(Br)c2)cs1	100	0
CCc1cccc(NC(=O)Cc2noc3ccccc23)c1	102	-0.6
CCOC(=O)C1CCCN(C(=O)c2cc(-c3ccc(F)cc3)nc3ccccc23)C1 (stereo unspecified)	102	0.3
C=CCn1c(SCC(C)C)nc2sc3c(c2c1=O)CC(C)(C)OC3	105	0.7
COCCNC(=S)N1CCC(C(=O)c2ccc(F)cc2)CC1	103	0.2
CC1CCc2cc(F)ccc2N1C(=O)CN1C(=O)c2ccccc2S1(=O)=O (stereo unspecified)	101	0
Brc1ccccc1-n1ncc2c1ncn1nc(Cc3ccccc3)nc21	83	-2.3
O=c1c(Br)c(N2CCOCC2)cnn1-c1ccccc1	106	1.2
O=C1CN(Cc2cc(=O)oc3cc4c(cc23)CCC4)CCN1	106	0.3
COc1ccccc1-c1c(C)nn2c(SCC(=O)N3CCOCC3)cc(C)nc12	100	-1
CCCOc1ccc(-c2nn(-c3ccccc3)cc2C2NC(=O)NC(C)=C2C(=O)OC)cc1C (stereo unspecified)	108	0.9
O=C1CCN(C(=O)CCc2nc3ccccc3s2)CC1	109	1.4
Cc1ccn(S(=O)(=O)CC23CCC(CC2=O)C3(C)C)n1 (stereo unspecified)	102	-0.3
Cc1ccc(NC(=O)CC(NCCc2ccccc2)C(=O)O)cc1 (stereo unspecified)	104	0.6
O=C(O)Cn1ncc2ccccc2c1=O	106	1
O=C(O)CCc1ccc(-c2ccc(F)cc2)n1CC1CCCO1 (stereo unspecified)	99	-1
Cc1cccc(NC(=O)NCCN2CCOCC2)c1	100	-0.1
CCCCSC1=C(C#N)C(=O)NC(c2ccc(OC)cc2)S1 (stereo unspecified)	102	0.5
O=c1[nH][nH]c(=S)n1C1Cc2ccccc2C1	100	-0.4
Cc1ccc(-n2ncc(C(=O)NCCCN3CCCCC3)c2-n2cccc2)cc1	101	-0.7
O=C(Cc1ccccc1)NCC(=O)N1CCN(c2ccccc2)CC1	103	0.5
O=C1CCN(NC(=O)c2cccnc2)C(=O)N1	100	-0.2
CC1CCC(N(C)c2nc(C(F)(F)F)nc3ccccc23)CC1 (stereo unspecified)	104	0.3
CCCCNC(=O)c1nn(C)c2c1CSc1ccccc1-2	113	0.3
COc1ccc(S(=O)(=O)N2CCN(c3ccc(Cl)c(Cl)c3)CC2)c2ccccc12	101	-0.5
CCOc1ccc(OCC)c(NC(=O)CCc2nc3cccnc3n2-c2ccccc2)c1	109	0.5
CCC(Sc1nc2ccncc2[nH]1)C(=O)N(Cc1ccccc1)C(C)C (stereo unspecified)	100	-0.3
N#C/C(=C(/O)Cn1cc(S(=O)(=O)N2CCCC2)ccc1=O)c1nc2ccccc2[nH]1	114	2
CC1(C)CC(NC(=S)Nc2ccc(S(=O)(=O)N3CCOCC3)cc2)CC(C)(C)N1	100	-0.3
Cc1ccc2oc(=O)n(CC(=O)OCCC(C)C)c2c1	104	1.1
CCOC(=O)c1cc(S(=O)(=O)N2CCN(c3cc(Cl)ccc3C)CC2)[nH]n1	101	-1.4
Nn1cnnc1SC(CNS(=O)(=O)c1ccc(Cl)cc1)c1ccccc1 (stereo unspecified)	100	-0.3
COC(=O)Sc1nnc(-c2ccc(C)cc2)o1	100	-0.7
CCCOC(=O)CC1Sc2ccc(C(F)(F)F)cc2NC1=O (stereo unspecified)	107	2
CNCC(=O)Nc1ccccc1C(F)(F)F	103	0.2
CCN1C(=O)C(C(=O)N(Cc2ccccc2)Cc2ccccc2)C2CC1(C)Oc1ccccc12 (stereo unspecified)	104	0.5
COc1ccc(Cn2c(O)c(/C=N/Nc3nc(C)cc(C)n3)c3ccccc3c2=O)cc1	137	3.6
COc1ccccc1CNc1nc(-c2ccco2)nn1C(=O)c1ccccc1[N+](=O)[O-]	106	-0.1
COc1ccc2c(CNCc3cccs3)c(C(=O)O)n(Cc3ccc(F)cc3Cl)c2c1	104	-0.5
Cc1ccccc1C(=O)Nc1ccc2nc(Nc3cccc(C(F)(F)F)c3)cc(C)c2c1	101	-1.1
Cc1[nH]nc(NC2=CC(=O)CC(C)(C)C2)c1-c1ccc(Cl)cc1	100	-0.2
N#CCc1c(C#N)c(N)nc(N2CCCC2)c1C#N	103	0.2
CC(C(=O)OCC(=O)c1ccc(F)cc1)N1C(=O)C2C3C=CC(C3)C2C1=O (stereo unspecified)	104	0.4
CCN(CC)CCSc1nnc2c3cc(C)ccc3n(C)c2n1	99	-0.3
COc1cccc(Cn2nnc3c(=O)[nH]c(C4CCCN(C(=O)c5ccccc5Cl)C4)nc32)c1 (stereo unspecified)	84	-4.1
Cc1nc(C)c(-c2csc(Nc3ccccc3)n2)s1	102	-0.1
CC(C)CC(=O)N1CCN(C(=O)COc2ccc(-c3ccccc3)cc2)CC1	99	-0.4
O=c1cc(C(F)(F)F)nc(Cc2c(Cl)cccc2Cl)[nH]1	106	0.5
N=C1C(c2ccc(Br)cc2)=C(O)C2CCc3ccccc3N12 (stereo unspecified)	108	0.1
COc1ccc(Cl)cc1-c1nc(SCC(=O)NC2CCS(=O)(=O)C2)n[nH]1 (stereo unspecified)	97	-0.6
Cc1cccc(Cc2c(C)nc3nc(SCc4ccccc4Cl)nn3c2C)c1	101	-1.1
O=C(CCS(=O)(=O)c1ccc2c(c1)SCC(=O)N2)NCc1cccs1	105	0.5
O=C(NC1CC1)c1nc(-c2ccccc2)no1	101	-0.4
CCS(=O)c1ccccc1C(=O)NCc1ccc(F)cc1 (stereo unspecified)	99	-0.6
CCC(C(=O)N1CCN(c2cc(Cl)ccc2C)CC1)n1nc(C)c2sc3ccccc3c2c1=O (stereo unspecified)	111	0.2
COc1cccc(C(=O)N2CCCCCC2)c1	102	-0.4
CCOC(=O)c1c(C)oc2nc(C)nc(NCc3ccc(OC)cc3)c12	104	-0.5
CN1CCN(C(=O)c2cc3ccccc3o2)CC1	100	-0.9
O=S(=O)(NCC(Nc1ccccc1)c1ccccc1)c1ccc(Cl)cc1 (stereo unspecified)	104	0.5
COC(=O)C1=C(CSc2nc3ccccc3o2)NC(=O)NC1c1cccc(OC)c1 (stereo unspecified)	104	1

Next section:
SMILES	PV pol inh	PV pol inh FP z-score
CCOc1ccc(-n2c(=O)c3c4c(sc3n(Cc3cccc(C)c3)c2=O)CCCC4)cc1	107	0.5
CCN(c1ccc(OC)cc1)S(=O)(=O)c1ccc2c(c1)CC(C)N2C(C)=O (stereo unspecified)	100	-0.5
COC(=O)c1c(NC(=O)/C(C#N)=C/c2ccco2)sc(C)c1C	95	-2.3
Cc1cc(C)c2c(=O)cc(-c3ccccc3Cl)oc2c1	104	0.1
CCCn1c(NC(=O)[C@@H](NC(=O)c2cc(OC)cc(OC)c2)C(C)C)nc2ccccc21	104	0.3
CCOC(=O)c1cc(C)n(CC(=O)OCc2ccc(C#N)cc2)c1C	103	-0.1
O=C1NC(C(F)(F)F)(C(F)(F)F)N=C2SC=C(C3CC3)N12	106	0.3
Cc1ccc(C(=O)NC2(C(F)(F)F)N=C(c3ccccc3)N(Cc3ccccc3)C2=O)cc1 (stereo unspecified)	111	1.6
CCCCN1Cc2c(sc(C)c2C)N(C(=O)c2ccccc2)C1	96	-0.4
CN(Cc1cccs1)C(=O)C1CCN(S(=O)(=O)c2ccccc2)CC1	99	-0.3
Cc1noc(N)c1C(=O)OCc1ccc(C#N)cc1	105	0.3
C=CCc1c(C)c(C#N)c2nc3ccccc3n2c1NCCOCCO	103	0.5
NS(=O)(=O)c1cc(C2(O)NC(=O)c3ccccc32)ccc1Cl (stereo unspecified)	100&101	0&0.4
CCCOc1ccccc1C1NC(=S)NC(C)=C1C(=O)OC1CCCC(C)C1 (stereo unspecified)	103	-0.1
Cc1cccc(C(=O)Nc2sc3c(c2C(=O)NCc2ccco2)CCCC3)c1	107	0.8
COc1ccc(-c2n[nH]c3c2C(c2ccc(Cl)cc2Cl)NC3=O)cc1 (stereo unspecified)	101	-1.8
CCOc1cc(C(=O)N2CCc3c([nH]c4ccccc34)C2c2ccccc2)cc(OCC)c1OCC (stereo unspecified)	107	-0.1
Cc1cccc(C)c1OCc1nc2c3c(-c4ccccc4)c(-c4ccccc4)oc3ncn2n1	105	0.4
CCc1cc(C(=O)Nc2c(C)nn(Cc3ccccc3Cl)c2C)no1	108	0.8
CC1CCCCN1C(=O)c1ccc(F)cc1F (stereo unspecified)	104	0.7
O=C(CSc1cn(CC(=O)N2CCOCC2)c2ccccc12)Nc1ccccc1F	120	0.6
O=S(=O)(c1ccc(-n2cnnn2)cc1)N1CC=C(c2ccc(F)cc2)CC1	101	-0.6
COc1ccc(N2C(=O)CSC23C(=O)N(Cc2cccc(F)c2)c2ccccc23)cc1Cl (stereo unspecified)	104	-0.3
CC(CCc1ccccc1)NC(=O)Cn1ncc2c3ccccc3n(Cc3cccc(Cl)c3)c2c1=O (stereo unspecified)	116	0.8
CCNc1c(NC(=O)c2cc(OCC)c(OCC)c(OCC)c2)c(=O)oc2ccccc12	107	0.5
O=C(CSc1ncn[nH]1)NCCCc1ccccc1	110	0.4
O=C(c1ccccc1)c1ccc(CBr)cc1	100	-0.3
CC(C)(C)c1ccc(CNCc2ccco2)cc1	111	0.8
CC(C)CNC(=O)Cn1c(=O)cnc2ccccc21	105	0.5
COc1ccc(CCNC(=O)CSc2ccccc2Cl)cc1	102	0.1
CSc1ncccc1C(=O)Nc1ccc(F)cc1	104	1.4
CCOc1ccc(-c2nnc(SCC(=O)NCc3ccc(C)cc3)nc2-c2ccc(OCC)cc2)cc1	108	-0.1
Cc1ccccc1NC1SC(=O)N(CCC(=O)O)C1=O (stereo unspecified)	101	-0.3
C=Cc1ccc(Cn2nc(-c3ccc(C)cc3)ccc2=O)cc1	106	0
Cc1ccc(C)c(-n2c(SCc3nc(-c4cccs4)oc3C)nnc2-c2cc3sccc3n2C)c1	102	0
Cc1nn2c3c(cnc2c1-c1ccc(Cl)cc1)C(=O)CC(c1ccc(C(C)C)cc1)C3 (stereo unspecified)	107	0.6

Reprinted at random: six entries already listed.
SMILES	PV pol inh	PV pol inh FP z-score
O=C(c1ccccc1)c1ccc(CBr)cc1	100	-0.3
Cc1ccc(C)c(-n2c(SCc3nc(-c4cccs4)oc3C)nnc2-c2cc3sccc3n2C)c1	102	0
CCNc1c(NC(=O)c2cc(OCC)c(OCC)c(OCC)c2)c(=O)oc2ccccc12	107	0.5
C=Cc1ccc(Cn2nc(-c3ccc(C)cc3)ccc2=O)cc1	106	0
CC(C)(C)c1ccc(CNCc2ccco2)cc1	111	0.8
CC(C)CNC(=O)Cn1c(=O)cnc2ccccc21	105	0.5

Going on with the list:
SMILES	PV pol inh	PV pol inh FP z-score
CC(=O)N1CCOc2ccc(S(=O)(=O)N(C)CC(=O)Nc3ccc(C)cc3)cc21	99	-0.2
CCOC(=O)c1[nH]c(C)c(CCC(=O)NCc2ccc(C)cc2)c1C	104	-0.8
CC1=NN(C(=O)COc2cc(C)cc(C)c2)C(O)(C(F)(F)F)C1 (stereo unspecified)	101	-0.2
CCc1cc(=O)oc2c3c(c(Cl)cc12)OCN(Cc1ccco1)C3	104	1.1
O=C(COn1nnc2ccccc21)NC(=O)Nc1ccc2c(c1)OCCO2	104	0.1
COc1ccc(N2CC(C(=O)OCC(=O)Nc3ccccc3C(F)(F)F)CC2=O)cc1 (stereo unspecified)	99	-0.3
CC(=O)O/C(=C\c1cn(C(C)=O)c2ccccc12)C(=O)O	108	0.5
CC1CCN(C(=O)COC(=O)Cc2c(Cl)cccc2Cl)CC1	104	1
CCOC(=O)CCc1c(C(=O)OCC)[nH]c(CC)c1C(=O)OCc1ccccc1	101	-0.1
COc1cccc(NC(=O)Cn2sc3ccccc3c2=O)c1	105	0.7
Cc1ccc(C(=O)OCC(=O)N2CCC(c3ccccc3)=N2)cc1	102	-0.1
COc1cccc(Cn2c(C)c(CNC3CCCCC3)c(C(=O)O)c2C)c1	104	-0.5

Of the compounds above, 9 have a CF3 group.
SMILES	PV pol inh	PV pol inh FP z-score
CC1CCC(N(C)c2nc(C(F)(F)F)nc3ccccc23)CC1 (stereo unspecified)	104	0.3
CCCOC(=O)CC1Sc2ccc(C(F)(F)F)cc2NC1=O (stereo unspecified)	107	2
CNCC(=O)Nc1ccccc1C(F)(F)F	103	0.2
Cc1ccccc1C(=O)Nc1ccc2nc(Nc3cccc(C(F)(F)F)c3)cc(C)c2c1	101	-1.1
O=c1cc(C(F)(F)F)nc(Cc2c(Cl)cccc2Cl)[nH]1	106	0.5
O=C1NC(C(F)(F)F)(C(F)(F)F)N=C2SC=C(C3CC3)N12	106	0.3
Cc1ccc(C(=O)NC2(C(F)(F)F)N=C(c3ccccc3)N(Cc3ccccc3)C2=O)cc1 (stereo unspecified)	111	1.6
CC1=NN(C(=O)COc2cc(C)cc(C)c2)C(O)(C(F)(F)F)C1 (stereo unspecified)	101	-0.2
COc1ccc(N2CC(C(=O)OCC(=O)Nc3ccccc3C(F)(F)F)CC2=O)cc1 (stereo unspecified)	99	-0.3

The list goes on.
SMILES	PV pol inh	PV pol inh FP z-score
CC1CCN(S(=O)(=O)c2ccc3c(c2)CCN3C(=O)Nc2ccccc2Br)CC1	108	0.3
Cc1ccc(NC(=O)c2ccc(Oc3ccc(C(=O)Nc4ccc(C)cc4)cc3)cc2)cc1	106	0.2
c1cc2c(cc1CN1CCSCC1)OCO2	98	-0.1
COC(=O)C1=C(Cn2cnc3ccccc32)NC(=O)NC1c1ccc(OC)cc1 (stereo unspecified)	100	-0.5
Cc1ccc(CNC(=O)Nc2ccc(C(C)(C)C)cc2)n1C	101	0
O=C(CSc1ccccc1)Nc1ccccc1C(F)(F)F	101	-0.2
Oc1c(C(c2ccccc2)N2CCOCC2)sc2nc(-c3ccco3)nn12 (stereo unspecified)	102	-0.8
CCOc1ccc(OC(=O)c2cn(-c3ccc(C)cc3)c(=O)c3ccccc23)cc1	109	0.4

One compound at a time (already shown). Order of values: PV pol inh	PV pol inh FP z-score
Listed for Cc1ccc(C(=O)OCC(=O)N2CCC(c3ccccc3)=N2)cc1 → 102	-0.1
Listed for O=C1CCN(NC(=O)c2cccnc2)C(=O)N1 → 100	-0.2

An excerpt (hit frequency here may not be typical).
